D1 PAM: enhances dopamine response at the human D1 receptor; P21728; HEK293 TREx D1 cells, calcium flux, dopamine EC20 potentiation; potentiation, % at 10 µM; hit rate 0.036% among 360,000; in the data active means potentiation above about 30%; further: 0% is about no effect
Target sequence (P21728 whole entry, looked up): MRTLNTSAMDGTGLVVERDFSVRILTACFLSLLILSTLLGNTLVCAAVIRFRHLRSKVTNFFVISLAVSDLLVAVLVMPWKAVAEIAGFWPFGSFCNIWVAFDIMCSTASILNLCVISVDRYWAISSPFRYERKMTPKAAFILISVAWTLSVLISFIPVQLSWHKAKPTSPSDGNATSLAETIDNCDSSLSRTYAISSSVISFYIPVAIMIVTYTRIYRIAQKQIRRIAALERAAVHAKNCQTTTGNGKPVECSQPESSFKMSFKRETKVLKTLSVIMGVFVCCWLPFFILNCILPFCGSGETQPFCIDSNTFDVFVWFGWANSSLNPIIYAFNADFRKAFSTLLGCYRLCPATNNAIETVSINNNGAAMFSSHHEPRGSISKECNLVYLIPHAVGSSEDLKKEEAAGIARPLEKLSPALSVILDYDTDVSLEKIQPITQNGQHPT
GRP78 ERSR act: ER stress response induction in glioma; Potency, µM, inactives show at the highest dose activation, hits mostly activators; hit rate 0.02% among 420,000; U87-MG GRP78 promoter luciferase reporter, 16 h; further: potency means the concentration at half of the fitted maximal effect; series mostly up to about 76 µM; % of control where 0% means no effect; nearly all actives have a fitted effect of over 35% in size
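ERSR induction read as luciferase luminescence (Bright-Glo, 10 min at room temperature) in stably transfected human U87-MG glioma cells exposed to compounds for 16 h, using GRP78 as sensor.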
RXFP1 ag: agonists of human relaxin receptor RXFP1; Q9HBX9; HEK293T-RXFP1 cAMP TR-FRET, 30 min; response scale: percent of porcine relaxin response, buffer zero; Potency, µM (titrated, usually from 57.5 µM), for the others: at the highest dose activation, most hits filed as activators; hit rate 0.3% among 370,000; AID 2676; further: potency means the concentration at half of the fitted maximal effect; on the % scale 0 is the no-effect control and ±100 the full control effect; nearly all actives have a fitted effect of over 60% in size; many of its hits are not listed in these tables
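HEK293 cells stably expressing RXFP1, treated 30 min at 37C with compounds plus PDE4 inhibitor Ro 20174; cAMP measured by HTRF TR-FRET. Normalized to buffer and 29 nM porcine relaxin; EC50 by Hill fit.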
D2 PAM: positive allosteric modulators of human D2 dopamine receptor. hit rate 0.34% among 340,000. HEK293 T-REx D2, calcium flux, EC20 dopamine potentiation. potentiation, % at 10 µM;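 active means potentiation over 3 SD above the plate norm, cut at about 30% in these data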; further: 0% is about no effect
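Primary screen. Calcium kinetics in induced HEK293 T-REx D2 cells: compound pre-addition 180 s, EC20 dopamine, 180 s more.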
D1 agonist: human D1 receptor agonism. P21728. HEK293 T-REx D1 cells, calcium flux, agonist mode. activation, % at 2 µM. hit rate 1% among 360,000; in the data active means activation above about 30%; further: 0% is about no effect
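Agonism was scored from calcium flux recorded over 180 s (1 read/s) after pintool compound addition, following a 10-cycle baseline. Cells were inducible force-coupled HEK293 TREx D1, plated overnight at 30 C and loaded with no-wash calcium dye.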
Vif-APOBEC3F blk: inhibitors of Vif-A3F interaction; HeLa A3F-eYFP + Vif (tagged APOBEC3F with the HIV-1 protein that degrades it), YFP fluorescence increase; hit rate 0.2% among 390,000; Potency, µM (highest dose often 46.1 µM), without a hit: at the highest dose activity, negative = active; further: potency means the concentration at half of the fitted maximal effect; % of control where 0% means no effect; nearly all actives have a fitted effect of over 65% in size
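HeLa cells stably expressing A3F-eYFP plus Vif, plated and incubated overnight at 37 deg C, then exposed to compounds overnight at 37 deg C. Blocked degradation read as raised yellow fluorescence (Ex 488/Em 500-530).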
D1 antagonist: blocks dopamine activation of the human D1 receptor; HEK293 TREx D1 cells, calcium flux, dopamine EC80; hits give low values; AID 504652; hit rate 3.2% among 360,000; activity change, negative = inhibition, % at 10 µM; in the data active means activity change below about -30%; further: on the % scale 0 is the no-effect control and ±100 the full control effect
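Inducible Hek293 Trex D1 cells (tetracycline, overnight, 30 C). Calcium dye 30–90 min RT. Antagonist mode: EC80 dopamine added after 180 s compound read.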
Vif-APOBEC3G blk: inhibitors of Vif-APOBEC3G interaction | hit rate 0.076% among 410,000 | Potency, µM (series often up to 46.1 µM), without a hit: at the top dose activity, negative = active, usual class: inhibitors | AID 602310 | HeLa A3G-eYFP + Vif (tagged APOBEC3G with the HIV-1 protein that degrades it), YFP fluorescence, overnight | Q9HC16;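 further: potency means the concentration at half of the fitted maximal effect; on the % scale 0 is the no-effect control and ±100 the full control effect; nearly all actives have a fitted effect of over 60% in size; hits raise eYFP signal because A3G escapes Vif-driven loss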
Target sequence (Q9HC16 whole entry, looked up): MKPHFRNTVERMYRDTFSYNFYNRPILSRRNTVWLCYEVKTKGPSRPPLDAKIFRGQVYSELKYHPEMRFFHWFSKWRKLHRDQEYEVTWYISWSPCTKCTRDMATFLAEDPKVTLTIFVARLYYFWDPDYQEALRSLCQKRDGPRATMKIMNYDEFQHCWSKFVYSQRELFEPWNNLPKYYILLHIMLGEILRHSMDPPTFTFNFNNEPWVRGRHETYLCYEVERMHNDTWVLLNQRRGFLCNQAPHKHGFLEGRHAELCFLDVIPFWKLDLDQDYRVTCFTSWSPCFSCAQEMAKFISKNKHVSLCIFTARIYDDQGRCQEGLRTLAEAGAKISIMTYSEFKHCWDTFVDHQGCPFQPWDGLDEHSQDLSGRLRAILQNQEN
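HeLa cells stably expressing Vif and C-terminally eYFP-tagged A3G, seeded overnight at 37 deg C, then exposed to compound by pintool overnight at 37 deg C. Rise in yellow fluorescence (Ex 488/Em 500-530, Acumen) marks blocked Vif-driven A3G degradation.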
LDHA block: inhibitors of human lactate dehydrogenase A; hit rate 0.15% among 480,000; purified LDHA, NADH/diaphorase-resazurin fluorescence; hits give low values; AID 1347041; activity change, % (values are at about 110 or 230 µM); in the data active means activity change below about -30%; inconclusive means mostly about -25% to -30%;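 further: plate controls were DMSO wells for no effect and wells without enzyme for full effect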
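Enzyme activity of human lactate dehydrogenase 5 (2 nM; 0.06 mM NADH, 0.2 mM pyruvate, 5 min, RT) is measured via a resazurin/diaphorase fluorescence readout of residual NADH.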
* = called active by the depositor; ? = inconclusive; / = no result given; & = joins results of further samples. Unless noted, the call rests on the fitted dose curve; in most records, active means well fitted curve in the direction sought with a large enough effect; inconclusive means small, poorly fitted or top-dose-only effect, or another doubt; inactive means no such curve, though single readings can be large; an effect the other way counts as inactive or inconclusive.

SMILES	D1 PAM	GRP78 ERSR act	RXFP1 ag	D2 PAM	D1 agonist	Vif-APOBEC3F blk	D1 antagonist	Vif-APOBEC3G blk	LDHA block
O/N=C/c1cc(Cl)ccc1OCc1ccccc1Cl	1	-12%	3.3%	-1	3	0%	-10	-14%	0
CCn1ncc(/C=N/NC(=O)c2cc(Cl)ccc2OC)c1C	-10	-3%	2.4%	-4	2	7%	-5	-1%	-10
CCS(=O)(=O)CCSC1OC(COC(C)=O)C(OC(C)=O)C(OC(C)=O)C1OC(C)=O (configuration not stated)	2	-5%	2.9%	4	3	-5%	0	0%	-4
COc1cc(C2CC(=O)Nc3c2c(=O)nc2c(C)cccn32)cc(OC)c1OC (configuration not stated)	-1&0	-1%&-2%	28%&25%	11&23	2&-1	-10%&-2%	17&-21	1%&3%	-1&-5
COc1ccc(N2CCN(CC(=O)c3ccc(Cl)cc3)CC2)cc1	3	4%	-3.5%	5	0	0%	-4	-9%	3
Cc1ccc(NC(=O)Cn2c(=O)oc3cc(S(=O)(=O)NCc4ccccc4)ccc32)cc1	-5	-3%	-1.1%	6	11	-12%	-22	-2%	-5
O=C(CN1CCSc2ccccc21)N1CCN(c2cccc(Cl)c2)CC1	0	0%	0.0%	-4	5	-6%	7	-5%	-5
CC1(C)CC(CC(=O)O)(c2ccc(Cl)cc2)CCO1 (configuration not stated)	-1	-5%	1.8%	-9	2	1%	-1	-6%	-4
CC(=O)c1ccc(NC(=O)COC(=O)Cc2ccsc2)cc1	/	-3%	/	/	/	2%	/	0%	0
O=C(COC(=O)c1cc(=O)[nH]c2ccccc12)c1ccccc1	-1	-4%	-0.3%	0	1	-2%	16	-3%	-2
CCC(=O)c1ccc(OCC(O)CN2CCOCC2)cc1 (configuration not stated)	1	4%	1.4%	-4	2	2%	0	6%	-7
Cc1nn(CC(=O)Nc2ccc3c(c2)OCO3)c(C)c1Cl	2	-1%	-0.7%	17	1	4%	-13	1%	8
CC(=O)NCCNS(=O)(=O)c1ccc(C)c([N+](=O)[O-])c1	5	-3%	1.3%	-6	2	-5%	-3	-3%	-7
O=[N+]([O-])c1cccc2c1ccc1ncccc12	-2	-8%	0.4%	9	2	1%	15	5%	-3
COc1ccc(-c2nc3c(c4nnc(SC(C)C(=O)Nc5ccc(C)cc5)n24)COC(C)(C)C3)cc1 (configuration not stated)	-11	-4%	-0.4%	-5	-1	-10%	13	0%	-5
CC1CC(C)CN(c2ncnc3c2cnn3Cc2ccc(Cl)cc2)C1 (configuration not stated)	8	-5%	0.0%	-2	5	4%	2	1%	1
CCn1cc(C(=O)NCc2ccccc2Cl)cn1	-5	-1%	0.5%	-5	10	12%	-7	-1%	-5
COc1ccc2nc3sc(C(=O)N4CCN(c5ccccc5)CC4)cc3cc2c1	-1	-2%	1.0%	-1	1	-9%	-59*	-3%	-7
CCOC(=O)C(c1ccccc1)C(Nc1ccc(Cl)c(Cl)c1)c1ccccn1 (configuration not stated)	-3	-8%	1.7%	0	7	-3%	-3	-7%	-9
COc1cccc(CC(=O)n2nc(N)c3cc4ccc(OC)cc4nc32)c1	-3	-6%	2.0%	4	1	-4%	-9	-27%	-2

Exported in markdown: entries from further up.
| SMILES | D1 PAM | GRP78 ERSR act | RXFP1 ag | D2 PAM | D1 agonist | Vif-APOBEC3F blk | D1 antagonist | Vif-APOBEC3G blk | LDHA block |
| --- | --- | --- | --- | --- | --- | --- | --- | --- | --- |
| CCC(=O)c1ccc(OCC(O)CN2CCOCC2)cc1 (configuration not stated) | 1 | 4% | 1.4% | -4 | 2 | 2% | 0 | 6% | -7 |
| Cc1nn(CC(=O)Nc2ccc3c(c2)OCO3)c(C)c1Cl | 2 | -1% | -0.7% | 17 | 1 | 4% | -13 | 1% | 8 |

One compound at a time, as listed above. Screens in order: D1 PAM	GRP78 ERSR act	RXFP1 ag	D2 PAM	D1 agonist	Vif-APOBEC3F blk	D1 antagonist	Vif-APOBEC3G blk	LDHA block
Listed for CCn1cc(C(=O)NCc2ccccc2Cl)cn1 : -5	-1%	0.5%	-5	10	12%	-7	-1%	-5
Listed for CCS(=O)(=O)CCSC1OC(COC(C)=O)C(OC(C)=O)C(OC(C)=O)C1OC(C)=O (configuration not stated) : 2	-5%	2.9%	4	3	-5%	0	0%	-4
Listed for CC1(C)CC(CC(=O)O)(c2ccc(Cl)cc2)CCO1 (configuration not stated) : -1	-5%	1.8%	-9	2	1%	-1	-6%	-4
Listed for CCOC(=O)C(c1ccccc1)C(Nc1ccc(Cl)c(Cl)c1)c1ccccn1 (configuration not stated) : -3	-8%	1.7%	0	7	-3%	-3	-7%	-9
Listed for O=C(COC(=O)c1cc(=O)[nH]c2ccccc12)c1ccccc1 : -1	-4%	-0.3%	0	1	-2%	16	-3%	-2

The listing continues.
SMILES	D1 PAM	GRP78 ERSR act	RXFP1 ag	D2 PAM	D1 agonist	Vif-APOBEC3F blk	D1 antagonist	Vif-APOBEC3G blk	LDHA block
CCOC(=O)COc1nc(OC)nc(N2CCOCC2)n1	7	-2%	0.8%	-4	3	-5%	-12	0%	0
CCN(CC)C(=S)NC(=O)c1cccnc1	9	-1%	-0.6%	-2	1	1%	-6	-4%	-5
Cc1ccc(S(=O)(=O)N(CC(=O)N2CCOCC2)c2ccccc2F)cc1	-4	-3%	3.9%	3	-4	1%	-2	-3%	1
COc1cc2c(cc1OC)CN(CC(=O)Nc1ccc(C)cc1)CC2	-6	-3%	2.3%	/	4	-1%	-3	0%	4
O=C(CCC(=O)OCC(=O)c1ccc(Br)cc1)Nc1ccc(Br)c2cccnc12	1	-4%	0.4%	0	-2	1%	27	-1%	-2
O=C(NC(=S)Nc1ccc(-c2ccc(CO)o2)cc1)c1cccs1	3	5%	0.1%	11	2	12%	16	-1%	-3
O=C(O)c1ccc(S(=O)(=O)NCC2CCCCC2)cc1	2	-8%	4.6%	-1	0	1%	8	-1%	-5
Cc1noc(C)c1C(=O)N1CCCC(C(=O)c2cccc(OC(C)C)c2)C1 (configuration not stated)	-6	0%	1.9%	16	2	-7%	16	-9%	0
CC(C)CCn1c(O)c(N=Nc2ccccn2)c2ccccc21	7	-3%	0.8%	/	6	?	16	-13%	-2
COc1ccc(C2N=C(N)N=C(N)N2c2ccc(C)cc2)cc1 (configuration not stated)	-3	-2%	1.9%	-9	2	1%	-15	2%	-8
Cc1oc2ncn(C)c(=O)c2c1C(=O)N1CCN(c2ccccc2)CC1	-2	0%	20%	2	0	-5%	14	4%	-1
Cc1ccc(NC(=S)NC(=O)C2CCCCC2)c(Br)c1	/	4%	/	/	/	?	/	0%	4
CCOC(=O)c1c(N2C(=O)C=CC2=O)sc(C)c1C	5	-13%	0.4%	5	1	1%	2	?	-2
N#CCCSc1nc(N2CCOCC2)c2c(c1C#N)CCCC2	-6	-7%	2.9%	9	2	-5%	3	-4%	-2&1
COc1ccc(-n2c(=O)[nH]cc(C(=O)Nc3ccc4c(c3)OCCO4)c2=O)cc1OC	2	-5%	0.2%	2	3	-21%	16	-1%	-1
Cc1ccc(-n2ncc(C(=O)N3CCN(c4ccccn4)CC3)c2C2CCN(C(=O)OC(C)(C)C)CC2)cc1	-6	-2%	-2.2%	1	3	8%	-18	-1%	-2
COc1ccc(NC(C)=O)cc1S(=O)(=O)N(C)Cc1c(C)nn(-c2ccccc2)c1C	-10	-1%	-2.0%	-4	2	-5%	-33*	6%	-9
CCOC(=O)c1ccc(NC(=O)c2oc3c(c2C)-c2nn(Cc4ccccc4Cl)cc2CC3)cc1	1	-6%	?	-4	3	0%	0	1%	25
CC(=O)C1=C(O)C(=O)N(Cc2ccco2)C1c1ccc2c(c1)OCO2 (configuration not stated)	-3	2%	2.6%	11	5	-3%	-3	0%	4
O=C(O)/C=C/c1ccc(S(=O)(=O)Nc2ccc3[nH]c(=O)[nH]c3c2)cc1	-5	-2%	1.3%	6	4	8%	-9	1%	30
CCOC(=O)N1CCN(C(=S)NC(=O)c2ccnn2C)CC1	6	-4%	-0.9%	9	3	1%	2	0%	-12
Cc1ccc2nc(-c3ccccc3O)c(Nc3ccccc3C)n2c1	-2	-4%	14%	9	-1	-1%	5	2%	-12
Cc1ccccc1-c1cccc([C@@H]2C[C@H]3[C@H](CON3C)CN2S(=O)(=O)c2ccccc2C)c1	/	0%	/	/	/	1%	/	-1%	0
N#Cc1ccccc1OCC(=O)Nc1ccc2c(c1)OCO2	/	-6%	/	/	/	1%	/	-3%	4
COc1cc(C(=S)N2CCN(C)CC2)ccc1OCC(=O)NCc1ccccc1	0	-1%	-0.5%	-10	2	2%	11	0%	-4
Cc1oc(-c2ccccc2F)nc1CS(=O)(=O)CC(=O)N1CCOCC1	1	2%	1.7%	9	-3	6%	-4	3%	-10
COc1ccc(CC(=O)N2CCc3cc(OC)c(OC)cc3C2COc2ccc(F)cc2)cc1 (configuration not stated)	1	0%	0.5%	-9	8	6%	1	0%	-1
O=C(CN1C(=O)c2ccccc2S1(=O)=O)Nc1ncccn1	0	-4%	0.8%	-10	0	4%	4	3%	-1
Cc1ccc(Cl)cc1N1CCN(S(=O)(=O)c2ccc(-c3cnc(C4CC4)o3)cc2)CC1	0	-1%	0.8%	-4	6	1%	10	-26%	-3
O=C(CN1CCN(C(=O)C2CCN(C(=O)/C=C/c3ccccc3)CC2)CC1)Nc1ccc(F)cc1	/	-1%	/	/	/	-4%	/	-1%	-7

Bioassay records as filed in PubChem BioAssay.

Some of the compounds tested; the hit share may differ from the screen's.
